USP1-UAF1 inh – Inhibitors of USP1/UAF1: Primary Screen | Ubiquitin carboxyl-terminal hydrolase 1 (Homo sapiens), O94782 | recombinant USP1/UAF1, Ub-Rhodamine cleavage fluorescence | Potency, µM (top dose mostly 57.1 µM), without a hit: at the highest dose activity change, negative = inhibition, usual class: inhibitors | hit rate 0.23% among 390,000 | AID 743255, 2014; also: % is scaled to controls: 0 for no effect and ±100 for the full control effect; nearly all actives have a fitted effect of over 60% in size; inactives centre near -12
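1 nM enzyme complex + cpd, 15 min RT; start with Ub-Rho 150nM final; kinetic fluorescence ex 480/em 540, 6 reads q60 s. Buffer 50mM HEPES pH 7.8, 0.5mM EDTA, 0.1 mg/ml BSA, 1mM TCEP, 0.01% Tween-20.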
Vif-APOBEC3G blk – qHTS for Inhibitors of Vif-A3G Interactions: qHTS. DNA dC->dU-editing enzyme APOBEC-3G (Homo sapiens), Q9HC16. HeLa A3G-eYFP + Vif (tagged APOBEC3G with the HIV-1 protein that degrades it), YFP fluorescence, overnight. Potency, µM (series often up to 46.1 µM), without a hit: at the top dose activity, negative = active, usual class: inhibitors. hit rate 0.076% among 410,000;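 also: % is scaled to controls: 0 for no effect and ±100 for the full control effect; nearly all actives have a fitted effect of over 60% in size; hits raise eYFP signal because A3G escapes Vif-driven loss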
Target sequence (Q9HC16 whole entry, looked up): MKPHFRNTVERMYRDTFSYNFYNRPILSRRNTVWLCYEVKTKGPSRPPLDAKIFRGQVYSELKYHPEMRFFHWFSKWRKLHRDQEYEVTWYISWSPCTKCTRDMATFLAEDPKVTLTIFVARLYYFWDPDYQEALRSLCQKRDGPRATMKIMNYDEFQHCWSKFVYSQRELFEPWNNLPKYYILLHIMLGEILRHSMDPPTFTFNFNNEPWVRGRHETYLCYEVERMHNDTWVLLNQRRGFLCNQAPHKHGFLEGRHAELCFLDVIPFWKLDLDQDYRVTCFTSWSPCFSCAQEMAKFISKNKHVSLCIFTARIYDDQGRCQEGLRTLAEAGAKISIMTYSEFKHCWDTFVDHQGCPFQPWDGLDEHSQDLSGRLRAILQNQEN
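Read-out is eYFP fluorescence (Ex 488/Em 500-530) from Vif-expressing HeLa A3G-eYFP cells; more signal means A3G escaped Vif-mediated degradation. Cells plated overnight, compound pinned in, incubated overnight at 37 deg C.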
TrxR1 substrate – qHTS Assay for Substrates of Mammalian Selenoprotein Thioredoxin Reductase 1 (TrxR1): qHTS | Thioredoxin reductase 1, cytoplasmic (Rattus norvegicus), O89049 | purified TrxR1 substrate turnover, NADPH consumption readout | Potency, µM (top dose mostly 114 µM), for inactives: top-dose activity change, negative = substrate turnover | hit rate 0.01% among 390,000; also: % is scaled to controls: 0 for no effect and ±100 for the full control effect; nearly all actives have a fitted effect of over 50% in size
Target sequence (O89049 whole entry, looked up): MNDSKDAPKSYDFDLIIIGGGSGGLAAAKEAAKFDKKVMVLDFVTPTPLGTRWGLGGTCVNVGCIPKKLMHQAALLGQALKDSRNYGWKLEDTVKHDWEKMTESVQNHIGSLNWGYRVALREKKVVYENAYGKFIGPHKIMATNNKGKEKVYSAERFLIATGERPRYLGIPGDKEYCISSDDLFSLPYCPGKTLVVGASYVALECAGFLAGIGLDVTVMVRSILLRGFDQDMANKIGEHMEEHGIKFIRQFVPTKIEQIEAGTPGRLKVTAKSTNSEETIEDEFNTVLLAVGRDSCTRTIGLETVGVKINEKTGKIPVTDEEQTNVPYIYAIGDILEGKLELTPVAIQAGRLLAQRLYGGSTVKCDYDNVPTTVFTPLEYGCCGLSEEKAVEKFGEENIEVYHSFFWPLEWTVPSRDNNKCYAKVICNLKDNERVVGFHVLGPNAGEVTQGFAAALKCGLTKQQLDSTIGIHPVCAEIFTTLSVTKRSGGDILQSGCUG
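Rat TrxR1, dispensed at 90 nM, was prereduced with 400 uM NADPH (final) for 5 min at ~22 deg C, then incubated with compound 15 min before 400 uM selenite. A first-read NADPH fluorescence drop versus no-compound background flagged substrates.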
RGS4 inhibitor – Inhibitors of Regulator of G Protein Signaling (RGS) 4: qHTS; hit rate 0.039% among 390,000; Potency, µM (top dose mostly 114 µM), inactives show top-dose activity change, negative = inhibition, most hits filed as inhibitors; AID 504845, 2011; Transcreener GDP fluorescence polarization, RGS4-accelerated GTP hydrolysis; Regulator of G-protein signaling 4 (Homo sapiens), P49798; also: % is scaled to controls: 0 for no effect and ±100 for the full control effect; nearly all actives have a fitted effect of over 75% in size; some results filed as inactive show a strong effect at the top dose
Target sequence (P49798 whole entry, looked up): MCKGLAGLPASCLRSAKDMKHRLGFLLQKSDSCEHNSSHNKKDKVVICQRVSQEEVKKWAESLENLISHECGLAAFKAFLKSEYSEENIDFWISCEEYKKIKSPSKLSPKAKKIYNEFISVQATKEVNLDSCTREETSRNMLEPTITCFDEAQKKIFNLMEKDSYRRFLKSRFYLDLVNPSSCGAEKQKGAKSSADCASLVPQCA
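MLSMR compounds (23 nl, pin-transferred) preincubated 10 min at room temperature with a 500nM (2x) first reagent, then RGS4 at 900nM (2x) plus Transcreener GDP mix added; fluorescence polarization (620/688 nm) read before and after 90 min at 30 °C.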
Vif-APOBEC3F blk – qHTS for Inhibitors of Vif-A3F Interactions: qHTS. HeLa A3F-eYFP + Vif (tagged APOBEC3F with the HIV-1 protein that degrades it), YFP fluorescence increase. Potency, µM (top dose mostly 46.1 µM), for the others: top-dose activity, negative = active. hit rate 0.2% among 390,000. AID 602313, 2012; also: % of control where 0% means no effect; nearly all actives have a fitted effect of over 65% in size
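HeLa cells stably expressing A3F-eYFP plus Vif, plated and incubated overnight at 37 deg C, then exposed to compounds overnight at 37 deg C. Blocked degradation read as raised yellow fluorescence (Ex 488/Em 500-530).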
IDH1 R132H inh – qHTS for Inhibitors of mutant isocitrate dehydrogenase 1 (IDH1): qHTS | hit rate 0.093% among 390,000 | IDH1-R132H enzyme, NADPH consumption, diaphorase/resazurin fluorescence | Potency, µM (top dose mostly 76.6 µM), inactives show at the top dose activity change, negative = inhibition, most hits filed as inhibitors | AID 602179, 2012 | Isocitrate dehydrogenase [NADP] cytoplasmic (Homo sapiens), O75874; also: % is scaled to controls: 0 for no effect and ±100 for the full control effect; nearly all actives have a fitted effect of over 65% in size
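IDH1-R132H (0.5 ug/mL dispensed) in pH 7.5 Tris buffer was preincubated 30 min with compound, then given a substrate mix of 0.016 mM NADPH and 2 mM alpha-KG for 80 min at room temperature; remaining NADPH was read by diaphorase/resazurin fluorescence.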
RXFP1 agonist – qHTS Assay for Agonists of the Relaxin Receptor RXFP1; hit rate 0.3% among 370,000; Potency, µM (highest dose often 57.5 µM), inactives show top-dose activation, hits mostly activators; HEK293T-RXFP1 cAMP TR-FRET, 30 min; response scale: percent of porcine relaxin response, buffer zero; also: % is scaled to controls: 0 for no effect and ±100 for the full control effect; nearly all actives have a fitted effect of over 60% in size; many of its hits are not listed in these tables
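HEK293T cells stably expressing RXFP1 were pretreated with the PDE4 inhibitor Ro 20174, exposed to compounds for 30 min at 37C, lysed, and cAMP was read by TR-FRET. Data normalized to buffer (basal) and 29 nM porcine relaxin (100%).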
12-LOX inh – Primary qHTS assay for inhibitors of human arachidonate 12S-lipoxygenase (ALOX12): Round 2; Polyunsaturated fatty acid lipoxygenase ALOX12 (Homo sapiens), P18054; purified 12hLO, xylenol orange hydroperoxide absorbance; Potency, µM (titrated, usually from 108 µM), for inactives: at the highest dose activity change, negative = inhibition, actives largely listed as inhibitors; hit rate 1.1% among 580,000; also: % is scaled to controls: 0 for no effect and ±100 for the full control effect
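Hydroperoxide product was detected by ferrous iron/xylenol orange as the 573 to 405 nm absorbance ratio. Arachidonic acid at 40 uM (final) was turned over for 30 min at room temperature by 150 nM human 12hLO, pH 7.0 Hepes buffer, after 15 min compound preincubation.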
rTrxR1 inhibitor – qHTS Assay for Inhibitors of Mammalian Selenoprotein Thioredoxin Reductase 1 (TrxR1): qHTS | Thioredoxin reductase 1, cytoplasmic (Rattus norvegicus), O89049 | recombinant rTrxR1, NADPH fluorescence consumption, selenite substrate | Potency, µM (series often up to 114 µM), inactives show top-dose activity change, negative = inhibition, actives largely listed as inhibitors | hit rate 1% among 390,000 | AID 588453, 2011; also: % is scaled to controls: 0 for no effect and ±100 for the full control effect; nearly all actives have a fitted effect of over 65% in size
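Rat TrxR1 (90 nM in the dispensed reagent) was pre-reduced with 400 uM NADPH for 5 min at room temperature, then incubated with compound for 15 min. After 400 uM selenite was added, NADPH fluorescence (Ex 340/Em 450 nm) was followed for 8 min.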
The depositor's hits bear a star; ? = inconclusive; . = not tested or not shown; & = joins results of further samples; [ ] = another dose, or the depositor's remark. Calls follow the shape of the dose curve; as a rule, active = well fitted curve in the direction sought with a large enough effect; inconclusive = small, poorly fitted or top-dose-only effect, or another doubt; inactive = no such curve, though single readings can be large; an effect the other way counts as inactive or inconclusive. Potency is read from the fitted curve at half-maximal effect.

No.	mol	USP1-UAF1 inh	Vif-APOBEC3G blk	TrxR1 substrate	RGS4 inhibitor	Vif-APOBEC3F blk	IDH1 R132H inh	RXFP1 agonist	12-LOX inh	rTrxR1 inhibitor
1	N=c1n(Cc2ccc(Cl)cc2)c2ccccc2n1CC(O)COc1ccccc1 (stereo not given)	-23%	-4%	0%[57.1 µM]	-11%	21%	-8%	0.9%	?	5%[57.1 µM]
2	CCn1c(Cc2ccccc2)nnc1SCC(=O)c1c(N)n(C2CC2)c(=O)[nH]c1=O	-13%	-1%	1%	11%	-14%	-2%	1.8%	-12%	14%
3	COc1cccc(C(=O)N2CCN(Cc3ccccc3[N+](=O)[O-])CC2)c1	-13%	2%	-5%	23%	0%	-3%	0.2%	?	11%
4	CCCn1c(N)c(C(=O)CN2CCc3ccccc3C2)c(=O)n(C)c1=O	-25%	0%	-13%[57.1 µM]	-21%	2%	5%	0.2%	22%	7%[57.1 µM]
5	COc1ccccc1N1CCN(C2CCCN(S(=O)(=O)c3ccccc3)C2)CC1 (stereo not given)	-4%	-1%	-11%	13%	-6%	6%	-3.6%	3%	-7%
6	O=C(OCCN1CCCCC1)c1c[nH]c2ccccc12	-25%	0%	4%	-8%	-5%	0%	1.2%	-15%&1%&96%	26%&6%
7	CN(C)S(=O)(=O)c1ccc(Cl)c(NC(=O)CN2CCN(Cc3ccc4c(c3)OCO4)CC2)c1	-21%	7%	4%	-13%	-6%	3%	2.5%	3%	31%
8	CC(C)n1ncc2c(C(=O)N3CCN(S(=O)(=O)c4cccc(F)c4)CC3)cc(C3CC3)nc21	-16%	0%	.	.	-3%	14%	.	16%	.
9	O=C(Nc1ccc(N2CCOCC2)cc1)c1cccc2ccccc12	-22%	10µM*	0%	8%	-2%	1%	0.0%	-22%	12%
10	Cc1c(NC(=O)c2noc3c2CCc2ccccc2-3)c(=O)n(-c2ccccc2)n1C	-21%	1%	3%	4%	2%	-8%	.	47%[activator][57.4 µM]	-10%

No.	mol	USP1-UAF1 inh	Vif-APOBEC3G blk	TrxR1 substrate	RGS4 inhibitor	Vif-APOBEC3F blk	IDH1 R132H inh	RXFP1 agonist	12-LOX inh	rTrxR1 inhibitor
11	COc1cccc(CNC(=O)N2CCN(S(=O)(=O)c3ccc(C)cc3)CC2)c1	?	-3%	-10%	22%	11%	14%	2.9%	?	20%[57.1 µM]
12	CCOC(=O)Cc1csc(NC(=S)NC(=O)c2cccc([N+](=O)[O-])c2)n1	-21%	0%	-11%	-23%	-2%	6%	-0.2%	-25%	-18%
13	O=C(COC(=O)c1ccco1)Nc1nc2c(F)c(F)c(F)cc2s1	-10%	-5%	3%	-2%	-7%	0%	4.0%	2%	21%
14	COc1ccc(CNC(=O)CSc2n[nH]c(N)n2)cc1	-10%	1%	4%[57.1 µM]	30%	-1%	1%	-0.3%	-15%	13%[57.1 µM]
15	Cc1ccc(C(NC(=O)NC(C)c2ccccc2)C(Cl)(Cl)Cl)cc1F (stereo not given)	-13%	-13%	-8%	21%	12%	10%	0.2%	1%	14%
16	Cc1ccc(NC(=O)CN(C)C(=O)c2ccccc2Sc2ccccc2C#N)cc1	-19%	-2%	3%[57.1 µM]	-6%	-17%	-5%	-1.4%	-5%	9%[57.1 µM]
17	CCOc1ccc(C(=O)NCC(=O)Nc2cc(C)ccn2)cc1OCC	-26%	3%	-4%	-8%	3%	-4%	-0.8%	?	-2%
18	CCCN(CC(=O)Nc1ccccc1OC)C(=O)c1ccc2ncsc2c1	-4%	0%	-2%	22%	-3%	-8%	-0.2%	11%	9%
19	CC(=O)Nc1ccc(NS(=O)(=O)c2cc(Cl)ccc2Cl)cc1	3%	4%	2%	-1%	-6%	-3%	0.8%	?	20%
20	O=[N+]([O-])c1ccccc1S(=O)(=O)Oc1ccccc1/C=N/n1cnnc1	-7%	-2%	13%[57.1 µM]	-11%	6%	15%	0.7%	-1%	-3%[57.1 µM]

No.	mol	USP1-UAF1 inh	Vif-APOBEC3G blk	TrxR1 substrate	RGS4 inhibitor	Vif-APOBEC3F blk	IDH1 R132H inh	RXFP1 agonist	12-LOX inh	rTrxR1 inhibitor
21	CCOc1cc(C(=O)O)cc(Cl)c1OC	1%	-1%	-18%	-17%	3%	-2%	0.5%	0%	10%[57.1 µM]
22	COC(=O)C(Cc1ccccc1)NC(=S)NC(=O)c1ccccc1 (stereo not given)	-9%	2%	-7%[57.1 µM]	-36%	-5%	5%	-1.1%	?	-20%
23	CN(CC(=O)Nc1cccc(F)c1)C(=O)C1CCN(S(=O)(=O)c2ccc3c(c2)OCCO3)CC1	-6%	0%	5%	-54%	-2%	3%	1.2%	0%	16%
24	CC1CCN(c2cc(N3CCOCC3)c([N+](=O)[O-])cc2F)CC1	-25%	0%	-9%	-20%	.	3%	-0.1%	0%	-31%
25	Cc1ccc(S(=O)(=O)N2CCN(C(=O)c3cc(-c4ccc(Br)cc4)n[nH]3)CC2)c(C)c1	-28%	3%	8%	4%	0%	12%	2.6%	-20%	17%
26	Nc1ccc2c(c1)C(=O)Cc1ccccc1S2	1%	-3%	5%[57.1 µM]	-47%	3%	7%	4.9%	-12%	5%[57.1 µM]
27	C[C@@H]1CN([C@H](C)CO)C(=O)CCCn2nncc2CO[C@H]1CN(C)Cc1ccccc1C(=O)O	-9%	0%	.	.	-5%	0%	.	-11%	.
28	COCc1cc(C)nc(SCC[N+](C)(C)CC(=O)c2ccccc2)c1C#N	-25%	0%	7%[57.1 µM]	6%	-6%	1%	-0.2%	24%	15%[57.1 µM]
29	COc1ccc(S(=O)(=O)NC(C)C(=O)Nc2cccc(C(C)=O)c2)cc1 (stereo not given)	-11%	1%	9%[57.1 µM]	-20%	0%	3%	0.0%	?	7%[57.1 µM]
30	Cc1cccc(C)c1OCC(=O)NNC(=O)CCNC(=O)c1ccco1	-12%	-3%	3%	15%	-6%	4%	1.4%	2%	?

No.	mol	USP1-UAF1 inh	Vif-APOBEC3G blk	TrxR1 substrate	RGS4 inhibitor	Vif-APOBEC3F blk	IDH1 R132H inh	RXFP1 agonist	12-LOX inh	rTrxR1 inhibitor
31	O=C(Cc1cccs1)N1CCN=C1SCc1cccc(F)c1	-10%	0%	1%	1%	-22%	0%	-3.0%	1%	9%
32	CCC(C)n1c(-c2cccc(S(=O)(=O)N3CCOCC3)c2)n[nH]c1=S (stereo not given)	-9%	3%	5%	-32%	4%	4%	1.3%	-9%	-12%
33	O=C(CCl)N1CCCC1c1ccc2c(c1)OCCO2 (stereo not given)	-20%	4%	4%	?	-2%	0%	4.5%	-18%	25µM*
34	Brc1ccc(-c2noc(COc3ccc4c(c3)CCC4)n2)o1	-12%	1%	2%	-6%	-10%	1%	0.3%	?	?
35	COc1ccc(C(CNC(=O)C(CC(C)C)NS(=O)(=O)c2ccc(C)cc2)N2CCOCC2)cc1 (stereo not given)	-6%	-1%	-7%	17%	-11%	6%	-1.0%	-3%	7%
36	O=C(CSc1ccc(Cl)cc1)Nc1cccc(NC(=O)c2ccco2)c1	2%	-1%	-8%	-30%	-3%	-3%	-1.4%	-16%	-7%
37	CCn1c(SCC(=O)c2ccc(CNC(C)=O)o2)nnc1-c1cccs1	-4%	-4%	-5%	-36%	-5%	3%	0.4%	0%	?
38	Cc1ccnc2ccc(-c3nc4ccccc4o3)cc12	-19%	-1%	77%&70%[activator]	-17%&-19%	-1%	4%	4.1%	0%[57.4 µM]	20%&33%
39	COc1ccc(C(=O)N2c3cc4c(cc3C(C)=CC2(C)C)OCO4)cc1	-13%	-8%	2%[57.1 µM]	2%	-6%	2%	0.4%	13%	14%[57.1 µM]
40	CC1CCCCN1CCNC(=O)CN1C(=O)COc2ccccc21 (stereo not given)	-14%	4%	9%	-27%	-5%	6%	-3.3%	17%	4%
41	CCC1(C)Cc2c(sc3nnn(Cc4ccccc4Cl)c(=O)c23)CO1 (stereo not given)	-23%	1%	3%	-3%	1%	3%	0.4%	0%	3%
42	Cc1ccc(N(C(C)C(=O)Nc2c(C)n(C)n(-c3ccccc3)c2=O)S(C)(=O)=O)cc1C (stereo not given)	-3%	-5%	5%[57.1 µM]	-3%	0%	15%	-0.1%	5%	14%[57.1 µM]
43	COc1ccc(Cl)cc1NC(=S)NC1CCCC1	-22%	0%	-1%	-8%	?	10%	-0.1%	-7%	-6%

Compound activity deposited in PubChem BioAssay by National Center for Advancing Translational Sciences (NCATS).

Only part of the results is shown; count on the stated rates, not on these rows.
